# LDHA block: qHTS assay for inhibitors of human lactate dehydrogenase; purified LDHA, NADH/diaphorase-resazurin fluorescence; hits give low values; activity change, % (values are at about 110 or 230 µM); 480,000 compounds, 0.15% hits; AID 1347041, 2019; in the data active = activity change below about -30%; inconclusive = mostly about -25% to -30%;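 also: plate controls were DMSO wells for no effect and wells without enzyme for full effect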
#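 Resorufin fluorescence (ex540/em590), read at 0 and 20 min after diaphorase/resazurin addition, reports the NADH left after a 5 min room-temperature reaction of 2 nM human LDH5 with 0.06 mM NADH and 0.2 mM pyruvate.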
# Pol beta inh: qHTS Assay for Inhibitors of DNA Polymerase Beta; Pol beta primer extension/strand displacement, fluorescence kinetic; Potency, µM (doses to about 114 µM), for inactives: at the top dose activity change, negative = inhibition, usual class: inhibitors; 340,000 compounds, 1.3% hits; AID 485314, 2010; also: potency is read from the fitted curve at half-maximal effect; % is scaled to controls: 0 for no effect and ±100 for the full control effect
#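 Values derive from four-parameter Hill fits of normalized kinetic data: reads at 0 and 10 min following addition of 50 nM substrate to 10 nM Pol beta preincubated 15 min with compound.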
# POLH inh: qHTS for Inhibitors of Polymerase Eta | DNA polymerase eta (Homo sapiens), Q9Y253 | recombinant Pol eta, fluorescent DNA replication assay | Potency, µM (top dose mostly 114 µM), inactives show top-dose activity change, negative = inhibition, most hits filed as inhibitors | 390,000 compounds, 1.2% hits | AID 588591, 2011; also: potency is read from the fitted curve at half-maximal effect; % is scaled to controls: 0 for no effect and ±100 for the full control effect
# Target sequence (Q9Y253 whole entry, looked up): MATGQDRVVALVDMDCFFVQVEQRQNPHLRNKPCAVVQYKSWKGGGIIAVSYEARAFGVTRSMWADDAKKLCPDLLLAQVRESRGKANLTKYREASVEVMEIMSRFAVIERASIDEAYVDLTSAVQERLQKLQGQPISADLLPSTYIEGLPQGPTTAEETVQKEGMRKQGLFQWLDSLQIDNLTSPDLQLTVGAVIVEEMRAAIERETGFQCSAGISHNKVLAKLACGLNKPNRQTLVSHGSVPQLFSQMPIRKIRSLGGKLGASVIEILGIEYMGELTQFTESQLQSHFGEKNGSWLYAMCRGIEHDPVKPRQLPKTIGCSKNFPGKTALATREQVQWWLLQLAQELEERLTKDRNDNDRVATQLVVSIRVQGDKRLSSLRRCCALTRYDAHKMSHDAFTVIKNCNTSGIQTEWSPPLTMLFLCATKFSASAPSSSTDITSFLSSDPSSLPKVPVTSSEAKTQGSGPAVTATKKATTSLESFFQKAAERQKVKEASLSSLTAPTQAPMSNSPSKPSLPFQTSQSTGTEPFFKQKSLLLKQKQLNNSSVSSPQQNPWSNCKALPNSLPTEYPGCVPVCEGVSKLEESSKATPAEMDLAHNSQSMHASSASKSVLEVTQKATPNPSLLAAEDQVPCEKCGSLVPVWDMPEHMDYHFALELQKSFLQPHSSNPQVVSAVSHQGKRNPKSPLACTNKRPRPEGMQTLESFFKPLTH
#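 Pol eta at 10 nM preincubated with compounds 15 min at room temperature; reaction started with fluorescent substrate (50 nM final) and read kinetically at 0 and 10 min.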
# RGS4 inh: Inhibitors of Regulator of G Protein Signaling (RGS) 4: qHTS | AID 504845, 2011 | Potency, µM (top dose mostly 114 µM), for the others: top-dose activity change, negative = inhibition, most hits filed as inhibitors | 390,000 compounds, 0.039% hits | Transcreener GDP fluorescence polarization, RGS4-accelerated GTP hydrolysis; also: potency is read from the fitted curve at half-maximal effect; % is scaled to controls: 0 for no effect and ±100 for the full control effect; nearly all actives have a fitted effect of over 75% in size; some results filed as inactive show a strong effect at the top dose
#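 MLSMR compounds (23 nl, pin-transferred) preincubated 10 min at room temperature with a 500nM (2x) first reagent, then RGS4 at 900nM (2x) plus Transcreener GDP mix added; fluorescence polarization (620/688 nm) read before and after 90 min at 30 °C.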
# POLK inh: qHTS for Inhibitors of Polymerase Kappa; DNA polymerase kappa (Homo sapiens), Q9UBT6; purified Pol kappa, fluorescent DNA synthesis assay, 10 min; Potency, µM (series often up to 107 µM), for inactives: at the top dose activity, negative = inhibition, usual class: inhibitors; 400,000 compounds, 0.53% hits; AID 588579, 2011; also: potency is read from the fitted curve at half-maximal effect; % is scaled to controls: 0 for no effect and ±100 for the full control effect
#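 Kinetic fluorescence screen: compound preincubated 15 min RT with 10 nM enzyme; 50 nM substrate (final) initiates; reads at 0/10 min.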
# Apoferritin bind: qHTS Assay for Identification of Novel General Anesthetics; 350,000 compounds, 0.074% hits; Potency, µM (top dose mostly 77.5 µM), inactives show at the highest dose activity change, negative = displacement, hits mostly inhibitors; apoferritin/1-aminoanthracene competitive binding, fluorescence; Ferritin light chain (Equus caballus), P02791; also: potency is read from the fitted curve at half-maximal effect; % is scaled to controls: 0 for no effect and ±100 for the full control effect; nearly all actives have a fitted effect of over 20% in size
#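 In PBS, apoferritin at 10 uM is loaded with 1-AMA from a 50% saturated solution. After 10 min of compound exposure at ambient temperature, reduced 535 nm fluorescence indicates probe displacement.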
# ALOX12 inh: Primary qHTS assay for inhibitors of human arachidonate 12S-lipoxygenase (ALOX12): Round 2. Polyunsaturated fatty acid lipoxygenase ALOX12 (Homo sapiens), P18054. purified 12hLO, xylenol orange hydroperoxide absorbance. Potency, µM (highest dose often 108 µM), for inactives: top-dose activity change, negative = inhibition, hits mostly inhibitors. 580,000 compounds, 1.1% hits. AID 1671190, 2021; also: potency is read from the fitted curve at half-maximal effect; % is scaled to controls: 0 for no effect and ±100 for the full control effect
#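 Purified human 12hLO at 150 nM in 25 mM Hepes, 0.01% Triton X-100, pH 7.0, preincubated 15 min at room temperature with compound. Reaction started with 40 uM arachidonic acid, 30 min at room temperature. Hydroperoxide measured by Fe-xylenol orange, 573/405 nm absorbance ratio.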
# ERG-DNA inh: qHTS for Small Molecule Inhibitors of the ERG Ets/DNA interaction. Transcriptional regulator ERG (Homo sapiens), P11308. fluorescence polarization, His-ERG Ets domain / labelled DNA. Potency, µM (series often up to 76.9 µM), without a hit: top-dose FP activity, negative = inhibition, most hits filed as inhibitors. 370,000 compounds, 0.028% hits. AID 624246, 2012; active = well fitted inhibition curve with a large enough effect in the polarisation, with a control signal flat; inconclusive = small, poorly fitted or top-dose-only effect, or effect the other way, or a change in a side signal; inactive = no such curve, though single readings can be large or run the other way; the % refers to the polarisation;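 also: polarization taken with two DNA probes labelled with fluorescein and Texas red; potency is read from the fitted curve at half-maximal effect; % of control where 0% means no effect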
#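 His-tagged ERG Ets domain (1 uM in the protein solution; 300mM KCl, 50mM Tris-HCl, 1mM EDTA, 1mM DTT, pH 7.5) received compound, then a probe mix of 5 nM fluorescein-DNA and 100nM Texas-615-DNA. Fluorescence polarization was read for both dyes.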
# APEX1 inh: qHTS Assay for Inhibitors of the Human Apurinic/apyrimidinic Endonuclease 1 (APE1) | DNA repair nuclease/redox regulator APEX1 (Homo sapiens), P27695 | recombinant APE1, TAMRA/BHQ-2 abasic DNA cleavage fluorescence | Potency, µM (series often up to 65.8 µM), for inactives: at the top dose activity change, negative = inhibition, most hits filed as inhibitors | 350,000 compounds, 0.35% hits | AID 2517, 2012;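 also: potency is read from the fitted curve at half-maximal effect; plate controls were vehicle for no effect and reference inhibitor for full effect; nearly all actives have a fitted effect of over 55% in size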
# Target sequence (P27695 whole entry, looked up): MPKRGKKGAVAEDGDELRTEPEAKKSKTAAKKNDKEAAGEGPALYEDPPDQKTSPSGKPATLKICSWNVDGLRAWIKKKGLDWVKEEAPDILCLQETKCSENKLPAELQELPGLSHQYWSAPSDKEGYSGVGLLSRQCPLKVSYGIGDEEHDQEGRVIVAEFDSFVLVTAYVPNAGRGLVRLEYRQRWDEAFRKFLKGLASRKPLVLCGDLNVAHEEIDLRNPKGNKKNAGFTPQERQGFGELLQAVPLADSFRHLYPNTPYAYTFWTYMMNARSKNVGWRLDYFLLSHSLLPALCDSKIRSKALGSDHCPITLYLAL
#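 APE1 at 0.75 nM preincubated 15 min at room temperature with compound. Reaction then started with 50 nM double-stranded THF-abasic substrate labelled with TAMRA/BHQ-2, and 525/598 nm fluorescence read kinetically. Activity taken as third-minus-first read difference, normalized to DMSO and NSC13755 controls.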
# An asterisk follows results filed as active; ? = inconclusive; · = no result given; & = joins results of further samples; [ ] = dose if it differs, or a comment. Unless noted, calls follow the shape of the dose curve; as a rule, active = well fitted curve in the direction sought with a large enough effect; inconclusive = small, poorly fitted or top-dose-only effect, or another doubt; inactive = no such curve, though single readings can be large; an effect the other way counts as inactive or inconclusive. An excerpt, so the mix of outcomes need not match the whole.
SMILES,LDHA block,Pol beta inh,POLH inh,RGS4 inh,POLK inh,Apoferritin bind,ALOX12 inh,ERG-DNA inh,APEX1 inh
O=C(N/N=C/c1ccc([N+](=O)[O-])o1)C1CC1,5,18µM*,40µM*,-2%[56.9 µM],-28%,-14%,-14%,63%[activator],?
COc1ccc(-c2nc(CS(=O)CC(=O)NCc3cccnc3)c(C)o2)cc1 (stereo not given),3&5,14%,-2%,-18%,3%,-15%,-13%&-2%,13%,?
O=C(O)CCCc1nc(-c2ccc(Cl)cc2)no1,-7,19%,-7%,-26%,-8%,1%,-8%,-7%,2%
CCOc1ccc(NC(=O)Cn2c3ncccc3c(=O)n2-c2ccc(CC)cc2)cc1,-9,10%,-3%,?,-3%,-9%,9%,-11%,·
Cc1cc(NS(=O)(=O)c2cccc([N+](=O)[O-])c2)no1,-10,8%,-12%,-36%,-9%,0%,323%[activator],-1%,4%
Cc1ccc(N(CC(=O)O)S(C)(=O)=O)cc1,-13,-3%,5%,1%,1%,-1%,0%,13%,4%
CN(C)S(=O)(=O)c1cccc(C(=O)Nc2ccc(C(=O)Nc3cccc(S(N)(=O)=O)c3)cc2)c1,-11,·,-8%,-13%,-4%,·,-14%,15%,5%
COc1ccc(C(C(=O)NC2CCCC2)N(Cc2ccc(C)cc2)C(=O)c2ccn[nH]2)cc1OC (stereo not given),-2,3%,-2%,-3%,-7%,-6%,20%,-3%,14%
COC(=O)N/N=C/c1ccc(Oc2ccccc2)cc1,-4,6%,-15%,-19%,-8%,-10%,-9%,-4%,5%
CCN(CC)C(=O)Oc1ccc2c(c1)O/C(=C\c1ccco1)C2=O,4,45µM*,-26%,-2%,-12%,-23%,?,14%,-14%
Cc1noc(C)c1C(=O)N(C)Cc1ccccc1,-4,30%,-1%,14%,-10%,1%,9%,0%,-5%
O=C(CSc1nc2ccccc2c(=O)[nH]1)c1ccccc1,13&-3,-2%,-12%,-12%,-5%,-3%,?,-12%,5%
CC(C)c1ccc2occ(CC(=O)N(Cc3ccc(F)cc3)C3CCS(=O)(=O)C3)c2c1 (stereo not given),-1,?,-22%,21%,0%,0%,?,0%,·
O=C(NC12CC3CC(CC(C3)C1)C2)N1CC2Cc3cccc(=O)n3C(C2)C1 (stereo not given),-3,3%,-6%,4%,-5%,-11%,305%[activator],-5%,0%
Cc1ccc(-n2nnnc2SCC(=O)N2CCNC2=O)cc1C,-10,·,1%,20%,-7%,·,60%[activator],-1%,0%
Cn1nnc2c(N3CCCCC3)nccc21,-4,1%,-9%,-9%,-6%,-18%,?,1%,-7%
Cc1cc(NCC2CCCO2)n2c(nc3ccccc32)c1C#N (stereo not given),2,?,7%,6%,6%,105%[activator],-16%,9%,8%
CCOC(=O)c1c(C)[nH]c(C)c1S(=O)(=O)N1CCCCC1,1,14%,-8%,-1%,2%,-1%,0%,-1%,7%
CC1CCCC(C)N1C(=O)COC(=O)c1cc(-c2cccs2)nn1-c1ccccc1 (stereo not given),-8,·,-2%,7%,-13%,·,-5%,9%,-2%
O=C(CSc1ccc(F)cc1)Nc1ccc(C2SCCS2)cc1,-5,-9%,-9%,-14%,-4%,-8%,94%[activator],-3%,1%
O=C1C=C(Nc2ccccc2)c2ccccc2C1=O,36,-2%,?,-22%,2%,-13%,-22%,6%,-3%
Cc1ccc([N+](=O)[O-])cc1-c1ccc(/C=C(\C#N)c2[nH]nc(N)c2C#N)o1,-22,6.3µM*,?,?,?,-7%,-8%,7%,?
O=C(Nc1ccc(C(=O)c2ccccc2)cc1)c1ccccc1,-5,9%,-25%,-16%,-4%,-23%,?,1%,22%
NC1=NC(=O)S/C1=C\c1ccc(F)cc1,-4,?,-7%,-16%,5%,1%,11%,-2%,8%
NC(=O)c1cccn1Cc1ccccc1Cl,-2,8%,-11%,-5%,-3%,?,-9%,-9%,-1%
# The results go on.
SMILES,LDHA block,Pol beta inh,POLH inh,RGS4 inh,POLK inh,Apoferritin bind,ALOX12 inh,ERG-DNA inh,APEX1 inh
Cn1nc(C(F)(F)F)c2cc(C(=O)N3CCOCC3)sc21,-7,2%,-9%,14%,-8%,0%,?,-4%,0%
CC(C)NC(=O)c1c(O)c2ccccc2[nH]c1=O,2,30%,3%,-6%,-18%,11%,2%,-11%,-1%
NS(=O)(=O)c1ccc(CCNC(=O)COC(=O)CC(c2ccccc2)c2ccccc2)cc1,-8,9%,-12%,5%,-9%,-14%,-4%,4%,-3%
C=CCCC(=O)N1CCC(n2nccc2NC(=O)CCCc2ccccc2)CC1,1,-7%,-18%,-22%,-8%,-3%,-1%,-5%,33%
C(=N\N1CCN(Cc2ccccc2)CC1)/c1ccccc1,-3,3%,?,-8%[11.4 µM],-5%,-2%,-2%,2%,?
Cn1cc(Br)c(C(=O)N/N=C/c2cc3c(cc2Cl)OCO3)n1,-3,?,-7%,3%,7%,-5%,9%,2%,-4%
COc1ccc(CNCc2ccc(F)cc2)c(OC)c1,0,-26%,-21%,18%,-3%,-3%,-5%,-2%,25%
COC(=O)Cc1ccc(NC(=S)NCc2cccc(OC)c2)cc1,-4,-2%,-24%,-11%,-3%,-15%,?,-2%,3%
COc1ccc(NC(=O)Cn2nnc(C(=O)NCCc3ccccc3)c2N)c(OC)c1,-10,-25%,35µM*,-10%[56.9 µM],-8%,?,-10%,-3%,-19%
COc1ccc(NC(C)=O)cc1NC(=O)CN1CCN(CC(=O)Nc2ccccc2Cl)CC1,-1,6%,-1%,-29%,3%,-7%,162%[activator],8%,-2%
COc1ccccc1CNC(=O)C1Cc2cc(S(=O)(=O)N3CCCCC3)ccc2N1C(C)=O (stereo not given),1,23%,7%,-13%[11.4 µM],-26%,-7%,-1%,-3%,61%[activator]
O=C(C1CC(c2ccccc2O)=NO1)N1CCc2ccccc2C1 (stereo not given),3,2%,5%,16%,-7%,-6%,22%,·,-3%
O=C(NC(c1ccccc1)c1ccccn1)c1cccc([N+](=O)[O-])c1 (stereo not given),-2,6%,-17%,-20%,-7%,-21%,5%,-5%,2%
CCn1cc(CNC(=S)Nc2cccc3ccccc23)cn1,2,21%,4%,-3%,-6%,0%,0%,23%,-3%
COC(=O)c1ccccc1NCc1cc(=O)oc2cc(O)c(O)cc12,30,-7%,?,-5%,-27%,-6%,?,-16%,-4%
CCOc1ccc(NC(=O)c2ccc(F)c(S(=O)(=O)N(CC)Cc3ccccc3)c2)cc1,1,7%,-13%,3%,-7%[60.1 µM],3%,?,0%,·
COc1ccc(N2CCN(C(=O)c3ccc(NS(=O)(=O)c4ccc(F)c(F)c4)cc3)CC2)cc1,3,-10%,-4%,19%,-18%,?,0%,-3%,-2%
COc1ccccc1C(=O)N/N=C(\C)CC(=O)Nc1ccccn1,-3,?,4%,15%,-4%,-4%,1%,5%,51%
CC1CCc2sc(C(=O)Nc3nnc(SCc4ccc(F)cc4)s3)cc2C1 (stereo not given),-6,19%,-6%,-4%,-10%,-16%,156%[activator],-9%,-1%
OCCNc1cc(Cl)ncn1,0,-28%,6%,-12%,6%,-3%,13%,6%,0%
O=C(Nc1cc(C(F)(F)F)ccc1Cl)c1cccc(N2C(=O)CCC2=O)c1,-12,-1%,-1%,-7%,-8%,1%,16%,12%,5%
CCc1cccc2c1NC(=O)C21OCCO1,-3,-5%,0%,5%,-13%,0%,0%,-5%,-10%
O=C(CC1N=C2c3ccccc3N=C(SCc3cccc(F)c3)N2C1=O)NC1CCCCC1 (stereo not given),3,-1%,0%,-8%,-2%[60.1 µM],3%,-15%,6%,·
CCC1C(=O)NCCN1C(=O)c1ccccc1OC1CCN(S(C)(=O)=O)CC1 (stereo not given),-9,0%,-19%,0%,-15%,-2%,-7%,3%,8%
O=C(c1ccc(S(=O)(=O)Cc2ccccc2F)c([N+](=O)[O-])c1)N1CCCC1,-6,8%,-25%,?,-24%,-9%,3%,-4%,9%
CCc1nc2ccccc2[nH]c1=O,-13,8%,-22%,-1%,-9%,8%,-5%,0%,-2%

# Assay outcomes as filed in PubChem.
